From PubChem
PME-1 inh = PME-1 (human) inhibition | inhibition, % at 5.9 µM | hit rate 0.53% among 320,000 | Q9Y570 | recombinant PME-1, FP-Rh probe fluorescence polarization;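 active means inhibition above the campaign mean of all compounds plus 3 SD, cut at about 26% in these data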;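 further: competitive labeling of PME-1 active site by serine hydrolase directed probe; 0% = PME-1 with DMSO and 100% = wells lacking PME-1 enzyme; inhibitors block probe labeling so polarization falls and inhibition rises; many of its hits are not listed in these tables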
Target sequence (Q9Y570 whole entry, looked up): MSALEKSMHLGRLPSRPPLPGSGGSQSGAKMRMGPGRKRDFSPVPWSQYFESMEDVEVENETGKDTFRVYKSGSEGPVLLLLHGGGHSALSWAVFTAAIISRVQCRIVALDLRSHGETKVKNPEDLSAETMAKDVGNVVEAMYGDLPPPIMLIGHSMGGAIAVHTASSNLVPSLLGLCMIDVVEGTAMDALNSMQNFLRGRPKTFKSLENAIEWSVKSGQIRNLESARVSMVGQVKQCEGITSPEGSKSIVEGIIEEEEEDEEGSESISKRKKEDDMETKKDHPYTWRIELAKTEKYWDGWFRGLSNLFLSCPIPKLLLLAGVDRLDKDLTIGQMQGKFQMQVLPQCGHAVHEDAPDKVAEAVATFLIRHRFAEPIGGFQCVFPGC
PAFAH1B3 inh = blocks human PAF acetylhydrolase 1B catalytic subunit 3; Q15102; recombinant PAFAH1B3, FP-rhodamine probe, fluorescence polarization; inhibition, % at 3.39 µM; hit rate 0.28% among 340,000; AID 492972;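 active means inhibition above the screen-wide average of all tested compounds plus 3 SD, cut at about 25% in these data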;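 further: 0% = enzyme with DMSO only and 100% = wells lacking PAFAH1B3 protein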
PAFAH1B2 inh = blocks human PAF acetylhydrolase 1b catalytic subunit 2. hit rate 1.2% among 340,000. recombinant PAFAH1B2, FP-rhodamine activity probe, fluorescence polarization. inhibition, % at 3.39 µM. P68402;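 active means inhibition above the mean of all tested compounds plus 3 SD, cut at about 24% in these data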;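 further: 0% = enzyme with DMSO and 100% = wells lacking PAFAH1B2; many of its hits are not listed in these tables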
pPAFAH FP inh = inhibitors of human plasma PAF acetylhydrolase (pPAFAH) | Q13093 | recombinant pPAFAH, FP-rhodamine probe fluorescence polarization | inhibition, % at 3.39 µM | hit rate 1.5% among 330,000;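 active means inhibition above the mean inhibition across the screen plus 3 SD, cut at about 25% in these data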;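 further: inhibitors block binding of the rhodamine activity-based probe so polarization drops; 0% = enzyme with DMSO and 100% = wells lacking pPAFAH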
PAFAH2 FP inh = PAFAH2 (human) inhibition; inhibition, % at 3.39 µM; hit rate 0.99% among 340,000; recombinant PAFAH2, FP-rhodamine activity probe, fluorescence polarization; AID 492956; Q99487;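 active means inhibition above the mean over all tested compounds plus 3 SD, cut at about 30% in these data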;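 further: inhibitors block probe labeling of enzyme so polarization drops; 0% = enzyme with DMSO and 100% = wells lacking PAFAH2 protein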
PAD4 FP inh = blocks human protein arginine deiminase 4; recombinant PAD4, RCA probe fluorescence polarization; inhibition, % at 6.36 µM; hit rate 0.41% among 330,000; AID 485272;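 active means percent inhibition above a cutoff equal to the mean of all tested compounds plus 3 SD, cut at about 15% in these data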;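 further: 0% = PAD4 with RCA probe and DMSO and 100% = probe without PAD4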
Target sequence (Q9UM07 whole entry, looked up): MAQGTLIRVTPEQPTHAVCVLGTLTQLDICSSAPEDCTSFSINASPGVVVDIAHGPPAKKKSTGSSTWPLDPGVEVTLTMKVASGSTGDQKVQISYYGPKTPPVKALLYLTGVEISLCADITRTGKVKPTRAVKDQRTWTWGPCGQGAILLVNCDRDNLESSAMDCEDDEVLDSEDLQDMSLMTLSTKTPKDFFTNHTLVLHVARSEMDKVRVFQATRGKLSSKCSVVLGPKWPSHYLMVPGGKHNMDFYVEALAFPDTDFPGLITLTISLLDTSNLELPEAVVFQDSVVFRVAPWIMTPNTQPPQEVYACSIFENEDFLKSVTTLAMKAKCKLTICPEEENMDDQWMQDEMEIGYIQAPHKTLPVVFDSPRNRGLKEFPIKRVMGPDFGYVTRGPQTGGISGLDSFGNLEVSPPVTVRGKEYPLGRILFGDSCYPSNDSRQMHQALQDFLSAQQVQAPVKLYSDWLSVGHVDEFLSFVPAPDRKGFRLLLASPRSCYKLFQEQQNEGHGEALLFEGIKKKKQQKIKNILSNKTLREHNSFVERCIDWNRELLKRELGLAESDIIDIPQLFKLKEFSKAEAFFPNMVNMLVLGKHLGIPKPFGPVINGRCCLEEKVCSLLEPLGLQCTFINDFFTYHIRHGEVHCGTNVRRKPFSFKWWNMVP
LYPLA2 counter = LYPLA2 (human) inhibition in PME1 counter-screen; inhibition, % at 5.9 µM; hit rate 0.38% among 320,000; recombinant LYPLA2, FP-Rh probe fluorescence polarization; O95372;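 active means inhibition above the screen-wide mean plus 3 SD, limit set per campaign, cut at about 26% in these data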;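 further: 0% = LYPLA2 with DMSO and 100% = wells lacking LYPLA2 enzyme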
LYPLA1 counter = LYPLA1 (human) inhibition in PME1 counter-screen. O75608. recombinant LYPLA1, FP-Rh probe fluorescence polarization. AID 2174. hit rate 0.16% among 320,000. inhibition, % at 5.9 µM;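 active means inhibition above the mean of all tested compounds plus 3 SD, set per campaign, cut at about 14% in these data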;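 further: inhibitors block serine hydrolase probe labeling of LYPLA1 so polarization falls; 0% = enzyme with DMSO and 100% = wells lacking LYPLA1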
GSTO1 counter = blocks human GSTO1 in RBBP9 counter-screen; P78417; recombinant GSTO1, activity-based probe fluorescence polarization; inhibition, % at 5.96 µM; hit rate 1.1% among 300,000;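 active means inhibition above the campaign mean inhibition plus 3 SD, cut at about 35% in these data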;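 further: 0% = GSTO1-1 with DMSO and 100% = wells lacking GSTO1-1 enzyme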
The depositor's hits bear a star; nt = no result given. A portion of the library; the hit share may differ from the screen's.

SMILES	PME-1 inh	PAFAH1B3 inh	PAFAH1B2 inh	pPAFAH FP inh	PAFAH2 FP inh	PAD4 FP inh	LYPLA2 counter	LYPLA1 counter	GSTO1 counter
CCOc1ccccc1NC(=O)Cn1nnc(C(=O)NCCc2ccc(OCC)c(OCC)c2)c1N	-5	5	3	3	5	-2	-6	-3	6
COc1ccc(N(C)S(=O)(=O)c2cccc(C(=O)NCC3CCCO3)c2)cc1 (stereo not given)	-2	4	8	6	1	3	-6	-4	7
COc1ccc(NS(=O)(=O)c2ccc(C(=O)N3CCC(C)CC3)cc2)cc1	nt	14	-1	23	0	0	nt	nt	nt
FC(F)(F)c1cc(-c2ccco2)nc(NCc2cccs2)n1	-1	2	6	21	5	0	-2	-4	-5
O=C(O)CCCC(=O)N1CCC(C(O)(c2ccccc2)c2ccccc2)CC1	2	5	2	3	-6	-2	0	-2	4
Cn1c(SCC#N)nnc1-c1cnccn1	-7	-2	2	5	-3	6	-9	4	2
O=c1c(-c2nnc(SCc3ccc(Cl)c(Cl)c3)o2)cccn1Cc1ccccc1	4	1	8	3	-5	-3	4	-1	-2
COc1ccc(C2C(=O)c3ccccc3C2=Nc2ccc(Br)cc2)cc1 (stereo not given)	2	2	-3	1	-4	3	6	-2	4
COCCNc1nc(-c2cc(C(=O)Nc3ccccc3)on2)cc(C(C)C)n1	-7	nt	nt	1	nt	-4	-6	-3	-1
Cc1cccc(C)c1NC(=O)CSc1cc(C(=O)c2nccn2C)c2ccccc2n1	16	1	3	3	-9	-8	-11	-3	1
COc1ccc(NC(=O)c2cccs2)cc1C(=O)N1CCN(c2ccccc2)CC1	1	16	0	4	2	1	-3	-3	4
Brc1ccc(CSc2nnc3ccccn23)cc1	2	2	30*	0	2	3	0	0	3
CCOC(=O)C(C)Sc1ncc(-c2ccc(Cl)cc2)cn1 (stereo not given)	3	7	1	3	3	-2	-2	-4	6
CC(=O)Nc1ccc(NC(=O)CCN2C(=O)c3ccccc3C2=O)cc1	-3	9	1	-3	-7	3	-5	-6	13
NC1=NC(=Nc2ccc(S(N)(=O)=O)cc2)c2ccccc21	-4	4	-3	4	2	1	-6	-1	-2
COc1ccc(C(=O)NCCSc2ccccc2C)cc1	3	6	5	-5	2	0	3	1	-4
Cc1nc2ccc(NC(=S)NCCCO)cc2nc1C	-1	2	4	2	6	-7	-10	-4	-1
COCCOc1cc(-n2cccc2)c(Cl)cc1Cl	3	-3	-1	8	-4	4	-7	-5	2
Cc1cccc(-n2nnc3c(=O)n(CC(=O)Nc4cc(C)on4)cnc32)c1	2	3	1	9	-2	-4	0	4	-3
O=C(COC(=O)c1cccnc1Cl)NCc1ccc(F)cc1	nt	9	9	7	8	-1	nt	nt	nt
Cc1ccn(CC(=O)N2CCCC(N3CCN(Cc4ccc5c(c4)OCO5)CC3)C2)n1 (stereo not given)	-2	5	4	5	0	0	5	2	4
COCc1cc(C)n(CC(=O)Nc2cccc(C)c2)c(=O)c1C#N	-2	-4	0	-4	0	-1	1	3	3
CC1(C)CC(CC(=O)O)CC(C)(C)N1	-1	7	-1	7	3	1	5	5	1
CN(C)c1ccc(CNC(=O)CCS(=O)(=O)c2ccc3c(c2)n(C)c(=O)c(=O)n3C)cc1	1	-5	0	4	-7	2	2	-3	4
CCC(C)NC(=O)c1ccccc1NC(=O)CN(c1ccc(OC)cc1)S(C)(=O)=O (stereo not given)	-5	8	5	-1	0	-2	-4	0	8
O=C(O)COc1ccccc1/C=N/NC(=O)CN1CCN(Cc2ccccc2Cl)CC1	2	6	4	1	2	-1	-2	-3	0
COc1cc(CC(=O)NC2CCCc3ccccc32)cc(OC)c1OC (stereo not given)	17	6	0	1	-3	0	0	-2	5
COc1ccc(CCNC(=O)c2coc3ccccc3c2=O)cc1OC	3	-2	1	4	-4	-6	0	3	6
COc1ccc(NS(=O)(=O)c2cc(NC(=O)Cc3cccs3)ccc2C)cc1	1	11	0	7	-2	-1	-9	-5	5
CCOC(=O)C1CCN(C(c2ccccn2)c2c(C)[nH]c3ccccc23)CC1 (stereo not given)	7	3	1	3	-2	4	8	2	9
CC(C)CNC(=O)c1cnn2c(C(F)(F)F)cc(C(F)(F)F)nc12	5	nt	nt	-1	nt	5	1	3	4
CC(=O)c1c(C)[nH]c(C(=O)Nc2ccc(F)c(F)c2F)c1C	-4	12	8	5	-4	2	7	0	0
Cc1noc(C)c1COC(=O)Cn1c(C)nc2ccccc21	-1	-5	1	1	-5	1	2	5	2
CCOCCCN(C(=O)CCC(=O)Nc1cc(C)on1)C(C(=O)NC(C)(C)CC)c1cccc(OC)c1OC (stereo not given)	7	5	3	3	-5	-1	4	-3	0
S=C(NCCc1ccccc1)Nc1ccccc1Cl	7	5	7	4	7	2	5	-1	3
COc1ccc(-c2nc3ccccn3c2NCc2ccc3c(c2)OCO3)cc1	8	4	12	4	3	3	1	2	6
CC(=O)N1CCC[C@H]1C(=O)O	4	2	4	4	-2	-3	5	3	0
COc1cccc(NC(=O)C(C)NS(=O)(=O)c2ccc(Br)cc2)c1 (stereo not given)	0	0	5	-1	-3	2	5	3	1
Cc1ccc(-n2c(C)cn(C(=O)c3ccccc3)c2=S)cc1	6	4	5	1	6	3	3	-6	0
Oc1ccccc1-n1nc2ccc3nonc3c2n1	-3	8	4	3	4	1	4	2	2
Cc1nc([N+](=O)[O-])cn1CC(=O)NCCCO	0	1	1	0	-3	1	0	1	4
CCC1(c2ccc(F)cc2)NC(=O)N(CC(=O)NC2CCCC(C)C2C)C1=O (stereo not given)	nt	-4	12	2	1	1	nt	nt	nt
CCOC(=O)CCCn1ncn2c(cc3occc32)c1=O	0	1	8	3	3	2	4	1	10
Nc1[nH]nc2c1NN(c1ccc(Cl)cc1Cl)N2	10	5	1	10	0	-2	8	9	6
COc1ccc(-n2c(COc3cccc(C)c3)n[nH]c2=S)cc1	-3	-1	8	3	2	-3	-1	-2	3
CCCCOC(=O)N1CCOCCOCCOCC1	-4	2	1	-7	6	3	3	-1	12
COc1ccc(S(=O)(=O)NCCCCCC(=O)NCCCN2CCOCC2)cc1	-4	7	-3	-1	-1	-1	-5	0	-2
Cc1ccc(-c2cccc(NC(=O)C3C4C=CC(C4)C3C(=O)O)c2)o1 (stereo not given)	0	11	-2	13	-6	-8	4	0	6
Cc1oc(/C=N/NC(=O)CN(c2ccccc2Br)S(C)(=O)=O)cc1Br	2	3	1	3	4	-2	0	1	0
CCOc1ccc(S(=O)(=O)n2cc(F)c(=O)[nH]c2=O)cc1[N+](=O)[O-]	-2	-2	0	8	-7	-6	-3	-2	0
COc1cccc(OCCCOc2ccc([N+](=O)[O-])cc2Cl)c1	-4	0	1	9	-4	-1	1	0	2
COC(=O)CN(c1cc(Cl)ccc1OC)S(=O)(=O)c1ccc(C)cc1	0	11	2	6	-2	-1	3	2	5
CCOc1ccc(-c2nc3scc(-c4cccs4)c3c(=O)[nH]2)cc1	3	7	2	3	4	3	7	2	3
Cc1ccc(NC(=O)CC(C(=O)O)c2ccccc2)cc1 (stereo not given)	-2	-3	3	-2	0	1	-4	2	2
CCOc1cc(C(=O)OC(C)C(=O)Nc2ccc(NC(C)=O)cc2)ccc1OCC(=O)N1CCCCC1 (stereo not given)	-6	0	5	-1	-4	-5	7	0	2
C/C(=N/OC(=O)c1c(-c2ccccc2Cl)noc1C)c1cnccn1	5	5	1	-1	9	0	3	2	-5
COc1ccc(CN2CCCC(N3CCc4ccccc4C3)C2)c(O)c1 (stereo not given)	5	2	6	-2	0	-4	2	1	11
COc1ccc(O)c(C2=Nc3ccccc3N=C(c3ccccc3)C2)c1	3	4	0	13	2	-2	0	-3	-2
CCc1nnc(NS(=O)(=O)c2ccc(NC(=S)NC(=O)c3ccc(OC)c(OC)c3)cc2)s1	-12	-6	-4	-12	4	-4	21	2	-8
CCOC(=O)C(O)C1CCc2c([nH]c3ccc(C)cc23)C1=O (stereo not given)	2	6	-2	10	7	0	5	2	-2

Pulled by compound from the list above:
SMILES	PME-1 inh	PAFAH1B3 inh	PAFAH1B2 inh	pPAFAH FP inh	PAFAH2 FP inh	PAD4 FP inh	LYPLA2 counter	LYPLA1 counter	GSTO1 counter
COc1ccc(CN2CCCC(N3CCc4ccccc4C3)C2)c(O)c1 (stereo not given)	5	2	6	-2	0	-4	2	1	11
Cc1ccc(NC(=O)CC(C(=O)O)c2ccccc2)cc1 (stereo not given)	-2	-3	3	-2	0	1	-4	2	2
COC(=O)CN(c1cc(Cl)ccc1OC)S(=O)(=O)c1ccc(C)cc1	0	11	2	6	-2	-1	3	2	5

Next part.
SMILES	PME-1 inh	PAFAH1B3 inh	PAFAH1B2 inh	pPAFAH FP inh	PAFAH2 FP inh	PAD4 FP inh	LYPLA2 counter	LYPLA1 counter	GSTO1 counter
CC1=CC(C)[C@@H]2COC(c3ccc(O)cc3)[C@H]1C2C (stereo not given in full)	-14	2	4	-2	-2	-10	-9	1	-2
COc1ccc(CNC(=O)CNC(=O)[C@@H]2Cc3ccccc3CN2)cc1	0	2	7	4	9	0	7	2	0
CCC(C)NC(=O)/C(=C/c1ccco1)c1ccccc1 (stereo not given)	4	9	4	2	6	-5	3	2	-3
COc1ccc(NC(=O)Nc2cccc3c2O[C@H](CN(C)C(=O)Nc2ccccc2)[C@@H](C)CN([C@H](C)CO)C3=O)cc1	nt	8	4	0	-2	3	nt	nt	nt
COc1ccc(OC)c(NC(=O)CSc2nc3n[nH]c(C)c3c(=N)n2-c2cccc(Cl)c2C)c1	-9	-3	4	5	-4	0	-8	-14	-2
COc1ccc(CN(C)C(=O)c2cc(S(=O)(=O)Nc3ccccc3F)ccc2C)c(OC)c1	-3	8	-7	3	-1	-7	-1	2	-8
CCOC(=O)Nc1nnc(-c2ccc(OC)cc2)s1	-1	8	6	7	4	0	7	5	-1
CCOC(=O)N1CCN(c2nc(C(F)(F)F)nc3c(C)cc(C)cc23)CC1	1	2	6	3	18	-2	0	1	9
CCCC(=O)Nc1ccc(C(=O)n2nnc3ccccc32)cc1	0	10	-1	2	11	0	4	1	3
Cc1ccc(Cn2ccc(=O)c(OCc3ccccc3)c2C)cc1	-6	16	13	8	2	-1	10	5	1
Cc1ccc2nc(-c3ccccc3)cc(C(=O)N(C)CC(=O)Nc3ccccc3Br)c2c1	2	5	3	-2	-6	3	-5	-7	-10
O=C(Cc1ccc(S(=O)(=O)N2CCOCC2)s1)N1CCN(S(=O)(=O)c2ccc(Cl)cc2)CC1	3	-3	18	0	2	-4	0	-2	nt
COc1cccc(NC(=S)/C(=C(\[O-])c2ccc([N+](=O)[O-])cc2)[n+]2ccccc2)c1	-2	-2	-3	4	-4	-5	5	0	-6
CCC(C)N(C(=O)COc1ccccc1C#N)C1CCS(=O)(=O)C1 (stereo not given)	0	9	3	3	7	2	1	0	3
CC(NC(=S)NCCc1ccccc1)C(c1cccs1)N1CCN(Cc2ccccc2)CC1 (stereo not given)	-9	6	1	0	2	2	-8	-11	-2
CCOC(=O)C1C2C=CC(CC2)N1c1ccccc1 (stereo not given)	-1	16	8	3	1	1	9	1	-3
CCn1c(CNC(=O)c2ccccc2F)nnc1SCC(=O)NC1CCCCC1C (stereo not given)	-3	7	4	-3	6	-5	2	0	-2
C/C(N)=C(/C#N)C(=O)COC(=O)c1ccncc1	-3	0	6	4	10	-3	-4	-2	9
Cc1cc(=O)oc2c(C)c(OCC(=O)c3ccccc3)ccc12	-3	1	6	1	-4	-3	1	-4	9
